SDO1 yeast rescue: restores growth of sdo1-depleted yeast; S. cerevisiae sdo1-depleted JHY4D growth rescue, OD600 30 h; stronger effect = higher value; pdr5 snq2 efflux-pump mutant strain; z-score at 10 µM; 140,000 tested, 0.21% active; AID 817;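 active = z-score above 3 at both the 24 hr and the 30 hr optical density reads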;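 also: z-score against mean and SD of all compound wells on the same plate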
INS promoter inh: TRM-6 insulin promoter activity inhibition | inhibition, % at 2 µM | AID 1273 | TRM-6 cells (human fetal islet line), insulin promoter-eGFP reporter, imaging; reporter expression induced with tamoxifen | 130,000 tested, 0.9% active;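 active = inhibition above the mean plus 3 SD, with well images judged a real hit on visual review, cut at about 60% in these data, passing the limit was not always enough; inconclusive = inhibition over the cutoff but images rejected on review; inactive = inhibition not above the cutoff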
SDO1 yeast rescue Rescue 24 h: further read-out of SDO1 yeast rescue, marked with its call; z-score; S. cerevisiae sdo1-depleted JHY4D growth rescue, OD600; measured here: growth rescue at 24 h;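 0 is the plate mean of compound wells and units are plate SD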
The depositor's hits bear a star; i = inactive; ? = inconclusive; . = no result given. This is a subset, so the mix of outcomes need not match the whole.

The opening six entries as a preview:
SMILES	SDO1 yeast rescue	SDO1 yeast rescue Rescue 24 h	INS promoter inh
COc1cccc(N(Cc2nnc3n2CCCCC3)C(=O)Nc2ccccc2)c1	.	.	-8
O=C(CCC(=O)OCC(F)(F)C(F)F)Nc1ccccc1F	.	.	-46
O=C(CN1CCSCC1)c1c[nH]c2ccccc12	1.1	1.1	36
COc1cccc(OC)c1C(=O)Nc1nnc(-c2cccs2)s1	.	.	21
CC1CCCC(C)N1CCNC(=O)Nc1ccc(Cl)cc1 (stereo unspecified)	1	0.66	-31
CC(C)(C)Cc1nc(-c2ccccn2)no1	1.3	1.3	55

This part in full, from the first entry:
SMILES	SDO1 yeast rescue	SDO1 yeast rescue Rescue 24 h	INS promoter inh
COc1cccc(N(Cc2nnc3n2CCCCC3)C(=O)Nc2ccccc2)c1	.	.	-8
O=C(CCC(=O)OCC(F)(F)C(F)F)Nc1ccccc1F	.	.	-46
O=C(CN1CCSCC1)c1c[nH]c2ccccc12	1.1	1.1	36
COc1cccc(OC)c1C(=O)Nc1nnc(-c2cccs2)s1	.	.	21
CC1CCCC(C)N1CCNC(=O)Nc1ccc(Cl)cc1 (stereo unspecified)	1	0.66	-31
CC(C)(C)Cc1nc(-c2ccccn2)no1	1.3	1.3	55
O=C1/C(=C/c2cccnc2)Sc2ccccc21	-1.2	-0.56	50
COc1cc(/C=C(\CC(=O)O)c2nc3ccccc3s2)cc(OC)c1O	.	.	-56
COC(=O)/C=C1/N/C(=N\c2nc(C)cc(C)n2)N(c2ccccc2)C1=O	0.46	0.4	-7
CCCNC(=S)NC1CC2CCC(C1)N2Cc1ccccc1 (stereo unspecified)	1.7	1.6	-11
Cc1nnc(SCC(=O)Nc2ccc(S(=O)(=O)N3CCCC3)cc2)n1N	1	0.64	.
O=C(CNC(=O)c1ccccc1)NCC(=O)OCC(=O)c1ccc([N+](=O)[O-])cc1	2	1.5	37
CC1CCCC(NC(=O)CSc2ncccc2C(=O)O)C1C (stereo unspecified)	2.1	2.2	24
CC(C(=O)NCc1ccc2c(c1)OCO2)N(c1ccccc1)S(C)(=O)=O (stereo unspecified)	0.1	0.57	30
CS(=O)(=O)NCCn1ccc2ccccc21	.	.	-145
Nc1nc(C(F)(F)F)c(Br)c(=O)n1N	.	.	-2
COc1ccc(NC2=CC(c3ccc(F)cc3)N(c3ccc(OC)cc3)C2=O)cc1 (stereo unspecified)	0.42	0.31	19
COC(=O)NNC(=O)/C=C/c1ccccc1	0.7	0.13	14
CCOC(=O)c1cc(CC)sc1NC(=O)COC	-0.36	-0.57	48
N#CC1=C(N)N2C(=C(C#N)C1c1cccc(Br)c1)Nc1ccccc12 (stereo unspecified)	-1.2	-0.81	.
C/C(=N\NC(=O)c1c(-c2ccccc2Cl)noc1C)c1cccc(NC(=O)C(C)C)c1	1.2	0.62	-58
CCc1[nH]nc2c1C(c1cccnc1)C(C#N)=C(N)O2 (stereo unspecified)	1.1	1.9	27
Cc1ccc(C(=O)N/C(=C\c2cccc([N+](=O)[O-])c2)C(=O)OCN2C(=O)c3ccccc3C2=O)cc1	-0.22	-0.16	41
COC(=O)C(C)N=Cc1ccccc1 (stereo unspecified)	.	.	-22
CCOc1ccc(NC(=O)CSc2n[nH]c(=O)n2-c2ccccc2)cc1	0.3	-0.05	53

As entered above:
For SDO1 yeast rescue Rescue 24 h, Cc1nnc(SCC(=O)Nc2ccc(S(=O)(=O)N3CCCC3)cc2)n1N shows 0.64
For SDO1 yeast rescue Rescue 24 h, CC(C(=O)NCc1ccc2c(c1)OCO2)N(c1ccccc1)S(C)(=O)=O (stereo unspecified) shows 0.57
For SDO1 yeast rescue, CC(C)(C)Cc1nc(-c2ccccn2)no1 shows 1.3
For SDO1 yeast rescue, CCc1[nH]nc2c1C(c1cccnc1)C(C#N)=C(N)O2 (stereo unspecified) shows 1.1

Remaining list, next part
SMILES	SDO1 yeast rescue	SDO1 yeast rescue Rescue 24 h	INS promoter inh
CCN(CC)S(=O)(=O)c1ccc(Oc2ccccc2)cc1	0.58	0.35	27
O=c1cc(C(F)F)oc2c1ccc1ccccc12	1.5	2	.
O=C(Nc1cccc(F)c1)/C(=C\c1ccco1)NC(=O)c1cccs1	-0.81	-0.99	12
O=C(N/N=C/c1c(Nc2cccc(C(F)(F)F)c2)nc2ccccn2c1=O)c1ccccc1	-2	-0.89	7
CCOC(=O)C1CCN(c2nc(-c3ccc(Br)cc3)nc3ccccc23)CC1	.	.	8
CC(C)C(=O)Nc1ccc(C(=O)N2CCCCCC2)cc1	0.16	-0.53	23
COc1ccc(OC)c(C2C(C(=O)c3ccccc3)=C(C)Nc3nc4ccccc4n32)c1 (stereo unspecified)	-1.3	-0.34	-33
CCOC(=O)C1CCCN(C(=O)COC(=O)c2ccc(C#N)cc2)C1 (stereo unspecified)	.	.	-19
Cc1ccc2c([N+](=O)[O-])c(C)ccc2n1	0.58	-0.16	3
CCOC(=O)C(C)Oc1ccc(OCc2ccccc2)cc1 (stereo unspecified)	.	.	56
COc1ccc(O)c(C(=O)c2cnc3nc4ccccc4n3c2)c1	0.32	-0.25	-43
CN(C)c1nc2ccc(OCCN3CCCCC3)cc2s1	0.46	-0.32	.
CC(=O)Nc1cccc(/C(C)=N/NC(=O)c2ccc(Cl)cc2Cl)c1	.	.	27
CC(C)(C)c1ccc(COC(=O)Nc2ccc(F)cc2)cc1	1.5	2.2	-31
CCC(CC)c1nnc(NC(=O)C2CC(=O)N(c3ccc4c(c3)OCCO4)C2)s1 (stereo unspecified)	1.4	1.4	35
COC(=O)c1cccc(C(=O)Nc2ccc(C)cc2Br)n1	-0.75	-1.2	.
CN1C(=O)C(/C(N)=N/NC(=O)c2ccccc2)C2CC1(C)Oc1ccccc12 (stereo unspecified)	1.8	1.6	.
CCOC(=O)C1C(=O)NC(c2ccccc2)=NC1c1ccccc1 (stereo unspecified)	1.2	1.5	0
Cc1c(NC(=O)CN2CCN(c3ccc([N+](=O)[O-])cc3)CC2)c(=O)n(-c2ccccc2)n1C	.	.	-7
CCn1nnc(NC(=O)c2cccc(-c3cc4ccccc4oc3=O)c2)n1	0.11	-0.61	-38
CC1(C)CC(=O)C(C=NCCc2ccc(O)cc2)=C(O)C1	2.5	1.6	-18
COCCCn1c(SCC(=O)c2ccccc2)nc2ccccc2c1=O	.	.	-19
O=C(Nc1ccccc1N1CCOCC1)c1cc(-c2ccco2)nc2ccccc12	-1	-0.83	-64
O=C(NCc1ccco1)c1nc2ccccc2s1	0.61	0.2	-310
CNC(=O)N(c1ccccc1)c1ccccc1	0.71	1.1	7

One compound at a time, as listed above. Screens in order: SDO1 yeast rescue, SDO1 yeast rescue Rescue 24 h, INS promoter inh
COc1ccc(OC)c(C2C(C(=O)c3ccccc3)=C(C)Nc3nc4ccccc4n32)c1 (stereo unspecified) is entered as -1.3, -0.34, -33
CCOC(=O)C(C)Oc1ccc(OCc2ccccc2)cc1 (stereo unspecified) is entered as ., ., 56
O=C(Nc1ccccc1N1CCOCC1)c1cc(-c2ccco2)nc2ccccc12 is entered as -1, -0.83, -64
O=C(NCc1ccco1)c1nc2ccccc2s1 is entered as 0.61, 0.2, -310

New compounds follow:
SMILES	SDO1 yeast rescue	SDO1 yeast rescue Rescue 24 h	INS promoter inh
COc1cc(NC(=O)Cn2nnc(-c3ccncc3)n2)cc(OC)c1	-0.76	-0.52	-4
COc1ccc(NC(=S)NN2CCN(C)CC2)cc1OC	1.1	0.68	.
Cc1nnc(NC(=O)c2cccc(S(=O)(=O)N3CCOCC3)c2)s1	0.84	0.72	6
N#CC1=C(SCc2ccccc2)NC(=O)CC1c1cccc(O)c1 (stereo unspecified)	0.22	0.03	.
COC(=O)c1cc(OC)c(OC)cc1NC(=O)c1cc(C)on1	.	.	i
CC(=O)N1CCc2cc(Br)cc(S(=O)(=O)NCC3CCCO3)c21 (stereo unspecified)	0.45	0.52	.
COc1ccc(NS(=O)(=O)c2ccc3oc(SC4CCOC4=O)nc3c2)cc1 (stereo unspecified)	-0.68	-0.59	4
N#Cc1cccc(-c2cn(S(=O)(=O)c3ccc(Cl)cc3)nc2N)c1	1.1	1.3	14
CCCOc1ccc(C(=O)Nc2ccc(N3CCN(C(C)=O)CC3)cc2)cc1	-0.7	-1.1	14
CCN(CC)C(=O)COc1cc(C)c(Cl)c(C)c1	0.08	-0.13	19
OC1(c2cccc(C(F)(F)F)c2)CCN(c2ccc(-c3ccccc3)nn2)CC1	-1.2	-0.19	18
COC(=O)c1ccc2c(c1)nc(C)n2CCO	0.92	0.89	11
O=C1CCCC(=O)C1=Cc1c[nH]c2ccccc12	2.2	2.3	40
CC1(C)CN=C(N(Cc2ccccc2)C(=O)Nc2ccccc2)S1	-0.57	-0.49	-14
Cc1nn(-c2ccccc2)c2c1C(c1ccncc1)C(C#N)=C(N)O2 (stereo unspecified)	0.7	-0.38	.
Cc1ccc(-n2c(SCC(=O)Nc3nccs3)nc3c(c2=O)SCC3)cc1	-0.96	-0.23	.
COc1cc(C(=O)O)ccc1OCc1c(C)noc1C	-0.33	-0.61	-8
OCCNc1nc2ccccc2n1-c1ncnc2sc3c(c12)CCC3	0.7	0.45	-57
C=C(C)COc1ccc2oc(C)c(C(=O)OCCOC)c2c1	-1.1	-1.3	-18
CN(Cc1ccccc1)C(=O)c1cnc2n(c1=O)CCS2	1.2	0.38	?
CC(=O)OCC1OC(n2ccc(=O)[nH]c2=O)C(O)C1O (stereo unspecified)	0.72	0.24	.
O=C(CC1S/C(=N\S(=O)(=O)c2ccc(F)cc2)N(c2ccccc2)C1=O)Nc1ccccc1 (stereo unspecified)	-0.64	-1.4	41
Oc1c(Cl)cc(Cl)cc1C(C#Cc1ccccc1)N1CCOCC1 (stereo unspecified)	-0.81	-0.31	35
COC(CNC(=O)C(C)n1nc(C)c2ccccc21)OC (stereo unspecified)	.	.	63
O=C(N/C(=C/c1cccnc1)C(=O)N1CCOCC1)c1ccccc1	1.1	0.7	-18
Next results:
SMILES	SDO1 yeast rescue	SDO1 yeast rescue Rescue 24 h	INS promoter inh
CCN(CC)S(=O)(=O)c1ccc(/C=C/C(=O)OCC#N)cc1	.	.	-27
Cc1sc2nc(C3CC3)nc(SCC(=O)N3CCCc4ccccc43)c2c1C	-0.05	0.29	-22
CCCCOc1ccc(Cl)cc1CSc1nnc(C)n1N	1	1.2	-41
CSc1nc(C)cc(OCC(=O)n2nc(C)cc2C)n1	0.66	1	-38
O=C(c1cnccn1)N1CCN(c2ccccc2F)CC1	0.71	0.03	.
Cc1ccc(-c2nc(CS(=O)CC(=O)NC3CCC(C)CC3)c(C)o2)cc1 (stereo unspecified)	-0.96	-0.76	.
COC(=O)C1=C(C)NC2=C(C(=O)CCC2)C1c1cn(Cc2ccc(Br)cc2)nc1-c1ccccc1 (stereo unspecified)	-0.84	-0.95	.
CCc1ccc(NC(=O)CSc2nnc(CNC(=O)c3c(F)cccc3Cl)o2)cc1	0.47	-0.02	32
O=C(Oc1oc(-c2ccco2)nc1C=Nc1ccccc1)c1ccoc1	-0.17	0.25	.
COc1ccc(OCC(=O)Nc2nc3ccccc3[nH]2)cc1	0.64	0.22	9
Cc1cc(NC(=O)CSc2nc3ccccc3n2CC(=O)N2CC(C)CC(C)C2)no1 (stereo unspecified)	0.09	0.43	.
COc1ccccc1C(=O)NCC(=O)OCC(=O)c1ccc2c(c1)-c1ccccc1C2	-0.33	-0.56	17
Cc1ccc(C2Nc3ccc4ccccc4c3C3=C2C(=O)CC(C)(C)C3)o1 (stereo unspecified)	-1.3	-2	-19
NS(=O)(=O)c1ccc(NC(=O)c2c(Cl)cccc2Cl)cc1	.	.	17
Cn1cc(S(=O)(=O)NCc2ccco2)c(=O)n(C)c1=O	0.4	1.4	.
CCOC(=O)C1(CC)NC(c2ccc(N(C)C)cc2)C2C(=O)N(C)C(=O)C21 (stereo unspecified)	0.43	0.1	.
CC1C(C#N)=C(N)OC2=C1C(=O)CCC2 (stereo unspecified)	0.75	0.4	44
O=C(O)c1cc2c(ccc3ccccc32)oc1=O	0.88	0.19	-193
Cc1ccc(-n2[nH]c(C)c(/C=N/Nc3ccc([N+](=O)[O-])cc3[N+](=O)[O-])c2=O)cc1C	0.57	1.1	.
CCCCNC(=O)CC(=O)Nc1ccccc1C(=O)O	1.2	0.24	38
Cc1ccccc1C(=O)NC(=S)Nc1ccc(S(=O)(=O)N2CCOCC2)cc1	0.9	0.67	.
COCCn1c(SCC#N)nnc1-c1ccc(OC)cc1	9*	7.1*	-24
CCCC(=O)N1CC2(CCC)CN(C(=O)CCC)CC(CCC)(C1)C2=O	0.82	1.1	0
CCc1c(C)sc(NC(=O)c2ccccc2[N+](=O)[O-])c1C(N)=O	0.39	-0.46	-23
COc1ccc(S(=O)(=O)N2CCC(C(=O)NCCc3ccc4c(c3)OCO4)CC2)cc1	-1.9	-0.98	-14
Cc1cc(C(F)F)n2nc(C(=O)Nc3ccc(F)cc3F)nc2n1	0.4	0.28	26
Cc1ccc(NC(NC(=O)c2ccccn2)C(Cl)(Cl)Cl)cc1 (stereo unspecified)	0.77	0.09	8
Fc1ccc2nc3n(c2c1F)CCCCCC3	0.81	1.1	.
CC(C)NC(=O)C(=O)NC1CCCCCC1	0.04	-0.44	12
O=C(N1CCC(O)(c2cccnc2)CC1)C12CC3CC(CC(C3)C1)C2	0.99	0.36	.

Sorted by the number under SDO1 yeast rescue Rescue 24 h (ascending): some entries from above
SMILES	SDO1 yeast rescue	SDO1 yeast rescue Rescue 24 h	INS promoter inh
COC(=O)C1=C(C)NC2=C(C(=O)CCC2)C1c1cn(Cc2ccc(Br)cc2)nc1-c1ccccc1 (stereo unspecified)	-0.84	-0.95	.
Cc1ccc(NC(NC(=O)c2ccccn2)C(Cl)(Cl)Cl)cc1 (stereo unspecified)	0.77	0.09	8
CCCCOc1ccc(Cl)cc1CSc1nnc(C)n1N	1	1.2	-41

Screening results (PubChem)
